Assay outcomes (PubChem)
M1 antag: blocks human M1 muscarinic receptor; CHO-K1 hM1, Fluo-8 calcium fluorescence, ACh EC80 antagonist; inhibition, % at 3 µM; 360,000 compounds, 1.3% hits; AID 588852;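 active means percent inhibition above its own plate's cutoff, namely the mean of that plate's compound wells plus 3 SD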;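 further: peak over basal fluorescence ratio during 140 s after agonist addition; 0% = ACh EC80 plus DMSO and 100% = DMSO alone without agonist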
Target sequence (P11229 whole entry, looked up): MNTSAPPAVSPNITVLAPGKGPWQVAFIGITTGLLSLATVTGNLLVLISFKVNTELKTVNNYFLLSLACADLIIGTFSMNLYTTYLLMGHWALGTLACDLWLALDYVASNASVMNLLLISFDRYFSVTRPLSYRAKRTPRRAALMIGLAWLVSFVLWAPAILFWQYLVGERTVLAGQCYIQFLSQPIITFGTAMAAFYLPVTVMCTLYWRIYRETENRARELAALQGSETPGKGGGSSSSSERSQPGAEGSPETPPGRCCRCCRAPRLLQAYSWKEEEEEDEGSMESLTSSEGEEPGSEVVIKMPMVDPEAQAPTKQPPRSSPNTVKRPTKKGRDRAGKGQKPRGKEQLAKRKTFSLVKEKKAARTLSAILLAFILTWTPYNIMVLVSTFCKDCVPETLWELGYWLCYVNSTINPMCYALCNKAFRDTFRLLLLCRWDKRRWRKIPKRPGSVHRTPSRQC
CHRM4 antagonist: blocks acetylcholine activation of human M4 receptor | P08173 | CHO-hM4 cells, ACh EC80, Fluo-8 calcium fluorescence | inhibition, % at 3 µM | 360,000 compounds, 0.73% hits;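 active means inhibition above its plate's cutoff, the mean inhibition of sample wells plus 3 SD, cut at about 27% in these data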;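 further: 0% = acetylcholine EC80 with DMSO and 100% = DMSO without agonist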
CHRM5 PAM: CHRM5 positive allosteric modulation | 360,000 compounds, 0.3% hits | AID 624038 | CHO-K1 hM5, Fluo-8 calcium, ACh EC20 PAM; 0% = ACh EC20, 100% = ACh EC100 | P08912 | activation, % at 3 µM;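 active means activation above the run cutoff, the mean activation of all test compounds plus 3 SD, cut at about 18% in these data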
Target sequence (P08912 whole entry, looked up): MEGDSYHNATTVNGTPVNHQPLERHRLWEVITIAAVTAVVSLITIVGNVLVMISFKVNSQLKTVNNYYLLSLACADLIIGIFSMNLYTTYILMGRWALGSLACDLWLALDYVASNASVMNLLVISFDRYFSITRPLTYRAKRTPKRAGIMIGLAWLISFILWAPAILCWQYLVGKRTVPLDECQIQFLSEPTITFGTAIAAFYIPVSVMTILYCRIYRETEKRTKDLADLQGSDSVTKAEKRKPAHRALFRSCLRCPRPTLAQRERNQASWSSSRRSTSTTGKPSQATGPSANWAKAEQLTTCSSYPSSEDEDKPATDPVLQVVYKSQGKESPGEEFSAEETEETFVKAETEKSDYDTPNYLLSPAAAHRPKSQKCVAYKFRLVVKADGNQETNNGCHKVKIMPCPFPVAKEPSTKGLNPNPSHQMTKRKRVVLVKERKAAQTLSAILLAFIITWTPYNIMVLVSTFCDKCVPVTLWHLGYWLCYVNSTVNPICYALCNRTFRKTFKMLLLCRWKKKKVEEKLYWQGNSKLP
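Test system: CHO-K1 hM5 cells / Doses: single-point, 3 µM nominal / Times: Post-acetylcholine fluorescence recording 140 s / Technique: Fluo-8 calcium fluorescence / Measure: Max/basal fluorescence ratio as % of EC20–EC100 ACh window / Benchmarks: low control EC20 acetylcholine (0%), high control EC100 acetylcholine (100%) / Replicates: one well per compound, no replicates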
CRFR2-BP ag: CRF-BP/CRF-R2 complex agonism; HEK293 CRF-R2/CRF-BP, calcium dye fluorescence (FLIPR); percent of saturating CRF peptide response; activation, % at 13.2 µM; 350,000 compounds, 0.46% hits;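 active means activation of at least 50%, plus an integration ratio under a set limit after plate pattern correction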;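 further: plate controls were neutral control wells without compound for no effect and CRF at EC100 for full effect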
M5 ag: CHRM5 agonism in calcium assay; P08912; CHO-K1 hM5 cells, Fluo-8 calcium fluorescence; 0% DMSO wells, 100% maximal acetylcholine response; activation, % at 3 µM; 360,000 compounds, 0.19% hits;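 active means activation above the run's mean over test compounds plus 3 SD, cut at about 23% in these data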;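 further: signal is peak over basal fluorescence ratio across the kinetic read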
M5 antag: CHRM5 antagonism in calcium assay. P08912. inhibition, % at 3 µM. CHO-hM5 cells, Fluo-8 calcium fluorescence, ACh EC80. 360,000 compounds, 0.59% hits. AID 624040;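 active means inhibition above a per-plate cutoff, the mean of that plate's test compounds plus 3 SD, cut at about 27% in these data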;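 further: 0% = acetylcholine EC80 with DMSO and 100% = DMSO without agonist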
CHRM4 agonist: CHRM4 agonism in calcium assay | P08173 | CHO-K1 hM4/Gqi5, Fluo-8 calcium fluorescence; vehicle 0%, full acetylcholine response 100% | activation, % at 3 µM | 360,000 compounds, 0.14% hits | AID 624127;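 active means activation above the run mean over all test wells plus 3 SD, cut at about 32% in these data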;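 further: peak over basal fluorescence ratio per well then scaled between controls; 0% = DMSO wells and 100% = acetylcholine at EC100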
CHRM4 PAM: CHRM4 positive allosteric modulation; P08173; CHO-K1 hM4/Gqi5, Fluo-8 calcium fluorescence, ACh EC20; 0% = ACh EC20, 100% = maximal ACh; activation, % at 3 µM; 360,000 compounds, 0.4% hits; AID 624126;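 active means activation above its plate's cutoff, the mean activation of sample wells plus 3 SD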; further: some results filed as inactive read as strong as hits
M1 PAM: potentiates human M1 receptor response to acetylcholine | P11229 | CHO-K1 hM1, Fluo-8 calcium fluorescence, ACh EC20; 0% = ACh EC20, 100% = maximal ACh | activation, % at 3 µM | 360,000 compounds, 0.088% hits | AID 588819; in the data active means activation above about 19%, passing the limit was not always enough
Starred values were filed as active, the others as inactive; / = no result given.

canonical_smiles	M1 antag	CHRM4 antagonist	CHRM5 PAM	CRFR2-BP ag	M5 ag	M5 antag	CHRM4 agonist	CHRM4 PAM	M1 PAM
COc1ccsc1C(=O)N1CCN(Cc2ccc3c(c2)OCO3)CC1	-10.1	1.2	0.6	1.9	-4.5	10.2	1.2	0.9	7.4
COC(=O)Cn1nnc(-c2cccc(OC)c2)n1	-9.0	-10.1	5.3	0.3	-1.3	-5.2	1.3	13.2	9.3
CC1CCN(C(=O)c2cc(-c3ccc4c(c3)OCO4)on2)CC1	-12.5	-7.3	0.8	-1.7	-1.4	3.8	-1.5	7.5	8.4
Cc1ccc(-c2nnc(SCC(=O)Nc3ccc(S(=O)(=O)N4CCCCCC4)cc3)o2)cc1	-7.5	-6.3	3.4	-0.4	2.0	-4.5	0.5	10.7	8.0
COc1ccc(OCCSc2nnnn2C2CCCCC2)cc1	-18.5	-9.8	-8.0	4.0	-4.8	-0.5	1.6	-1.0	-0.2
COc1ccc(NC(=O)CCC(=O)Nc2nnc(C(C)C)s2)cc1Cl	-11.4	0.7	-0.2	-0.3	-3.4	2.8	-0.5	4.2	15.8
COc1cc(CNn2cn[nH]c2=S)ccc1OCC(=O)NC(C)(C)C	-16.9	-13.4	0.8	-1.9	-0.6	-10.9	1.3	3.9	9.3
O=C(O)c1cc(S(=O)(=O)N2CCN(S(=O)(=O)c3ccccc3)CC2)ccc1Cl	10.3	8.8	-7.7	-2.8	2.7	14.6	18.2	-10.0	-3.4
O=[N+]([O-])c1ccccc1N=Nc1ccc(O)cc1O	-11.1	5.7	3.1	-10.5	-0.1	-2.0	0.4	0.8	5.1
COc1cccc(CC(=O)Nc2ccc(S(=O)(=O)Nc3nc(C)cc(C)n3)cc2)c1	-10.3	-5.1	5.9	-2.0	-0.8	8.7	0.2	11.0	7.7
CCOCCCNC(=S)N1CCC(NC(=O)C23CC4CC(CC(C4)C2)C3)CC1	8.9	-0.2	3.2	-1.2	4.0	-5.7	0.2	2.8	1.2
C=CCOc1c(Cl)cc(CNc2ccc3[nH]c(=O)[nH]c3c2)cc1OC	0.5	-7.6	-3.3	1.6	-0.9	-0.8	0.9	1.0	0.6
CCCNC(=O)c1cc2c3ccccc3n(C)c2s1	10.6	1.7	-3.5	-2.0	-0.3	6.5	-2.1	-0.6	0.6
Cc1cccc2cc(CN(Cc3ccccc3)C(=O)N(C)C)c(=O)[nH]c12	-2.4	-9.6	9.8	23.6	-1.6	-2.3	2.1	5.4	4.1
CCOC(=O)Cc1c(C)c2c(C)nn(-c3ccccc3)c2oc1=O	-22.2	9.5	2.5	0.9	2.2	-1.4	1.0	13.5	15.6
COc1ccc(Br)cc1S(=O)(=O)N(CC(=O)N1CCN(C)CC1)c1ccccc1	-19.3	0.8	3.4	6.0	-3.9	-10.4	0.5	12.8	16.5
Cc1ccccc1C(=O)Nc1ccccc1C(=O)N/N=C\c1ccco1	-1.1	-17.0	-2.6	-0.7	-0.1	-7.9	1.6	31.0*	1.2
O=C(COCc1cc(-c2ccc3c(c2)OCO3)on1)N1CCN(c2cccc(Cl)c2)CC1	1.9	4.9	3.4	1.9	-2.4	6.5	0.7	-4.9	-1.0
CCCCC(CC(O)COCC(C)C)C(=O)NNC(=S)Nc1ccccc1 (stereo not given)	-9.1	-13.5	-1.0	-1.0	-4.0	-9.0	2.5	0.6	3.8
CCc1cccc(NC(=O)CN(C)S(=O)(=O)c2cnc[nH]2)c1	-12.7	-9.5	9.9	-1.0	3.6	-6.1	1.8	6.9	13.8
Cc1c(C)n2c(SCC(=O)N3CCCC3)nnc2[nH]c1=O	-3.6	-8.4	-4.1	-1.8	-1.6	10.5	-0.4	11.9	1.2
CS(=O)(=O)c1ccccc1-c1nc(-c2ccc(C(F)(F)F)cc2)no1	-11.1	-4.2	-2.6	0.6	-7.5	-7.3	1.9	3.5	1.2
Cc1ccc2nc(SCC(=O)Nc3ncccn3)[nH]c2c1	-5.7	-3.6	-2.6	-4.2	2.6	3.1	-0.2	1.0	2.1
COCCn1c(SCc2cccc(F)c2)nc2cc(C(=O)OC)ccc2c1=O	1.0	14.4	1.8	0.1	-0.3	8.6	-0.3	-3.0	-3.2
O=c1c2cc(Br)ccc2[nH]c(=S)n1Cc1ccccc1	2.9	-7.6	-5.4	-2.6	-9.0	6.6	-0.1	-5.1	0.2
O=c1c(C=NCc2ccccc2)c(NCc2ccccc2)nc2ccccn12	6.3	-7.0	-5.2	11.8	3.0	9.7	6.7	-3.9	2.5
CCc1nc2ccc(C(=O)N3CCN(C(=O)c4ccco4)CC3)cn2c1N(C)Cc1cccs1	3.1	0.0	-3.7	/	-2.5	-2.6	3.9	-3.4	-7.0
Cc1nc2c(-c3ccccc3)c(C)nn2c(C)c1CCC(=O)O	13.0	-2.0	-3.0	1.3	1.2	3.3	-1.2	2.0	-3.8
OCCN(C=NC1=NN(c2cccc(C(F)(F)F)c2)CC1)CCO	13.3	7.0	-3.8	0.4	-0.1	5.9	0.3	-3.6	1.3
CSc1nnc(-c2cccn(Cc3cccc(Cl)c3)c2=O)o1	-11.4	-1.5	7.1	-0.2	0.8	-9.1	1.2	-1.5	7.8
N#Cc1ccc2c(=O)n(-c3ccccc3)sc2c1	-11.0	2.0	-0.9	11.2	3.2	1.6	5.4	5.4	8.2
COCCCN(C(=O)CSCC(=O)Nc1cccc(C)c1)c1c(N)n(Cc2ccccc2)c(=O)[nH]c1=O	2.8	9.0	7.0	0.0	4.0	-2.1	0.8	-5.6	-2.0
C/C(=N/NS(=O)(=O)c1ccc(Cl)cc1)c1cccc(NC(=O)c2ccncc2)c1	-7.8	1.9	-5.1	-1.4	-4.2	15.8	0.9	0.4	1.8
COC(=O)C1=C(C(=O)OC)[C@@H]2N(C)c3ccc(OC)cc3[C@@]23C[C@@H](C(=O)OC)N(C(=O)c2ccc(Br)cc2)C3=N1	-10.1	1.4	12.5	-1.1	3.8	-5.4	1.9	23.3	15.5
Cc1ccc(S(=O)(=O)N2CCCCC2C(=O)N(C)c2ccccc2)cc1 (stereo not given)	-10.5	-6.1	-2.0	-2.5	-3.2	2.3	0.3	-1.4	2.2
CC(=O)Nc1ccc(S(=O)(=O)NNC(=O)COc2cc(C)ccc2C(C)C)cc1	-2.4	0.5	-1.2	1.6	-4.8	0.3	1.4	5.1	2.1
CCn1c(SCC(=O)N2CCc3ccccc3C2)nc2sc(C)c(C)c2c1=O	-3.7	-3.0	3.9	3.1	-1.4	-2.0	0.5	-1.9	8.9
COc1ccc(CCNC(=O)CSc2nnc3c(n2)[nH]c2ccc(F)cc23)cc1OC	4.3	10.6	-6.8	0.2	-1.4	18.5	-0.7	-2.6	-1.2
CC1(C(=O)N(CC(=O)NC2CCCC2)Cc2ccc(Cl)cc2)CC(=O)N=C2C=CC=CN21 (stereo not given)	-17.0	2.4	2.0	0.6	-2.0	1.6	1.6	-0.3	14.9
CC1CC2(NC(=O)NC2=O)C(C)CN1C (stereo not given)	6.4	-6.6	4.3	-1.5	0.1	-3.6	0.8	9.6	4.1
CCCCC(Sc1nc(N)c(NC(=O)c2ccc(OC)cc2)c(=O)[nH]1)C(=O)O (stereo not given)	8.0	0.5	3.2	-1.6	0.4	-2.4	0.6	1.0	-0.6
CCN(CC)C(=O)Cc1c(O)c2ccccc2[nH]c1=O	-3.2	4.8	-3.1	-1.7	-1.4	-0.8	-0.4	-0.2	5.9
COc1cc(N)c(Cl)cc1C(=O)OCC(=O)N1CCCCCC1	6.7	-2.9	1.0	1.7	2.2	-0.4	1.2	3.5	3.1
CC1CCCC(C)N1C(=O)COC(=O)CNS(=O)(=O)c1ccc2ccccc2c1 (stereo not given)	5.8	9.2	-6.1	-1.6	4.6	13.5	6.0	-5.1	-4.4
Cn1c(SCC(=O)NC2CCS(=O)(=O)C2)nnc1-c1ccco1 (stereo not given)	-11.5	-13.5	0.2	3.1	-3.4	4.5	1.0	6.4	7.7
CCOC(=O)C1=C(C)N=C2SC(C(=O)OC)=CC(=O)N2C1c1cc(OC)c(OC)c(OC)c1 (stereo not given)	-3.4	-2.6	4.4	-2.7	-0.2	-4.4	0.8	2.1	8.0
CC1=C(C(=O)Nc2ccccc2)C2(CCCCC2)C(C(N)=O)C(=S)N1 (stereo not given)	12.6	-3.9	-10.2	-0.2	0.0	13.9	9.8	-9.1	-2.5
CCN1/C(=C\c2ccc3cc(C)ccc3[n+]2CC)Sc2cc(C)c(C)cc21	52.4*	19.5	-22.6	114.3*	8.6	42.0*	8.1	-9.0	-12.3
COc1cc(C(=O)NNC(=O)COc2ccccc2Cl)ccc1OCC(=O)N1CCOCC1	-7.6	9.2	3.6	-1.0	2.5	2.1	0.9	4.0	11.0
Cc1nc(N2CCCCCC2)c2ccccc2n1	-4.5	5.0	-4.5	-0.2	-1.3	7.3	10.6	-13.3	-0.2
Cc1nn(CCC(=O)NNC(=S)Nc2cccc(Cl)c2)c(C)c1[N+](=O)[O-]	-4.6	-3.0	0.2	-0.7	0.4	-3.1	0.6	-1.7	8.5
CC(NC(=O)C1C(=O)N(CCO)C2(C)CC1c1ccccc1O2)c1ccccc1 (stereo not given)	-0.3	6.2	-2.8	1.8	-0.8	-0.4	0.7	2.4	3.3
COCCCNC(=O)CN(Cc1ccccc1)S(=O)(=O)c1ccccc1	-3.6	-8.6	-4.3	0.1	-0.5	0.0	1.9	-3.9	-0.6
CCC(C)C(NC(=O)c1ccccc1NC(=O)c1ccco1)C(=O)NC1CCCCC1 (stereo not given)	-3.5	-4.5	-5.3	-1.1	-1.4	4.8	0.5	1.1	3.6
CCOc1ccc(OCC(=O)N(C)c2c(N)n(Cc3ccccc3)c(=O)[nH]c2=O)cc1	-12.3	-19.4	3.1	3.5	5.0	0.1	1.0	12.2	9.0
O=C(c1cc(C2CC2)nn1-c1ccccc1)N1CCN(S(=O)(=O)c2ccc(F)cc2)CC1	10.3	-0.9	-11.0	-0.9	-3.3	4.9	1.8	-5.8	-21.0
COC(=O)N/N=C/c1c[nH]c2ccccc12	-2.6	5.4	-1.3	-2.2	-0.4	2.4	0.9	3.9	-0.8
CCC(O)c1c(-c2ccccc2)nn(C)c1Cl (stereo not given)	-8.7	-3.0	0.6	0.2	0.8	-16.4	0.4	-4.0	7.2

2 of the compounds above, with values under each structure.
Values in the order: M1 antag, CHRM4 antagonist, CHRM5 PAM, CRFR2-BP ag, M5 ag, M5 antag, CHRM4 agonist, CHRM4 PAM, M1 PAM
Cc1nc(N2CCCCCC2)c2ccccc2n1
    -4.5, 5.0, -4.5, -0.2, -1.3, 7.3, 10.6, -13.3, -0.2
Cc1nn(CCC(=O)NNC(=S)Nc2cccc(Cl)c2)c(C)c1[N+](=O)[O-]
    -4.6, -3.0, 0.2, -0.7, 0.4, -3.1, 0.6, -1.7, 8.5
